D2 antagonist: antagonizes the human D2 dopamine receptor. 2% of 340,000 active. inhibition, % at 10 µM. HEK293 TREx D2 cells, calcium flux, dopamine EC80. AID 485344; in the data active means inhibition above about 30%; further: 0% is about no effect
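Tetracycline-induced HEK293 TREx cells expressing D2 receptor forced-coupled to calcium signalling, loaded with no-wash calcium dye. Compounds added and calcium flux read 180 s, then dopamine added at EC80 and read a further 180 s.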
D2 agonist: activates the human D2 dopamine receptor. HEK293 T-REx D2 cells, calcium flux agonist mode. activation, % at 2 µM. 0.53% of 340,000 active;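 active means activation over 3 SD above normal in the single-dose calcium agonist read, cut at about 30% in these data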; further: 0% is about no effect
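Tetracycline-induced HEK293 Trex cells with D2 receptor force-coupled to calcium signaling, plated overnight at 30 C and loaded with no-wash calcium dye. Calcium flux read kinetically for 180 s after compound addition; responses flag agonists.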
TRHR PAM: allosteric enhancers of human TRH receptor. enhancement, % at 2 µM. P34981. AID 493056. TRHR cells, fluo-8 calcium fluorescence, EC20 TRH enhancement. 0.66% of 360,000 active; in the data active means enhancement above about 30%; further: 0% is about no effect
Target sequence (P34981 whole entry, looked up): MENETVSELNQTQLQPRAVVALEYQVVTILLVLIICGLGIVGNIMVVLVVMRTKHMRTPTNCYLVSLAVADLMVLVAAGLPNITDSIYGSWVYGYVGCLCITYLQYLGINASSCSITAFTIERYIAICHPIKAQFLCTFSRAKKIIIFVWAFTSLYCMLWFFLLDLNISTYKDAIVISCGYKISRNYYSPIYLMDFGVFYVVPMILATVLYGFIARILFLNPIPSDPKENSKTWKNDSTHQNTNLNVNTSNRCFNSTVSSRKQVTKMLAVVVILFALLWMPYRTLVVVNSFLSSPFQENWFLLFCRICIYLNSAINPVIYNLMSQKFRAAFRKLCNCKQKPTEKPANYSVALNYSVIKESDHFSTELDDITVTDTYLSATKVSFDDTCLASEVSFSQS
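TRHR-expressing cells loaded with fluo-8 calcium dye were read kinetically (ex 480/em 530) during compound addition, then stimulated with an EC20 of TRH (10 nM final). Enhancement of the Gq-mediated intracellular calcium response was scored.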
RXFP1 antagonist: antagonists of human relaxin receptor RXFP1. AID 1259400. 0.59% of 350,000 active. activity change, negative = inhibition, % at 57.5 µM. HEK293-RXFP1, relaxin-stimulated cAMP HTRF, 30 min; stronger effect = lower value. Q9HBX9;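 active means activity change of -60% or lower, but not beyond a set lower limit; inconclusive means change between -60% and -40%, or beyond the set limit; inactive means change above -40%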; further: on the % scale 0 is the no-effect control and ±100 the full control effect
RXFP1 agonist: activates the human relaxin receptor RXFP1. Q9HBX9. HEK293T-RXFP1 cAMP TR-FRET, 30 min; response scale: percent of porcine relaxin response, buffer zero. Potency, µM (series often up to 57.5 µM), for the others: at the highest dose activation, actives largely listed as activators. 0.3% of 370,000 active. AID 2676; active means well fitted activation curve with a large enough effect; inconclusive means small, poorly fitted or top-dose-only effect; further: potency means the concentration at half of the fitted maximal effect; on the % scale 0 is the no-effect control and ±100 the full control effect; nearly all actives have a fitted effect of over 60% in size; many of its hits are not listed in these tables
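HEK293T cells stably expressing RXFP1 were pretreated with the PDE4 inhibitor Ro 20174, exposed to compounds for 30 min at 37C, lysed, and cAMP was read by TR-FRET. Data normalized to buffer (basal) and 29 nM porcine relaxin (100%).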
D1 antag: antagonists of human D1 dopamine receptor; P21728; HEK293 TREx D1 cells, calcium flux, dopamine EC80; stronger effect = lower value; 3.2% of 360,000 active; AID 504652; activity change, negative = inhibition, % at 10 µM; in the data active means activity change below about -30%; further: on the % scale 0 is the no-effect control and ±100 the full control effect
Target sequence (P21728 whole entry, looked up): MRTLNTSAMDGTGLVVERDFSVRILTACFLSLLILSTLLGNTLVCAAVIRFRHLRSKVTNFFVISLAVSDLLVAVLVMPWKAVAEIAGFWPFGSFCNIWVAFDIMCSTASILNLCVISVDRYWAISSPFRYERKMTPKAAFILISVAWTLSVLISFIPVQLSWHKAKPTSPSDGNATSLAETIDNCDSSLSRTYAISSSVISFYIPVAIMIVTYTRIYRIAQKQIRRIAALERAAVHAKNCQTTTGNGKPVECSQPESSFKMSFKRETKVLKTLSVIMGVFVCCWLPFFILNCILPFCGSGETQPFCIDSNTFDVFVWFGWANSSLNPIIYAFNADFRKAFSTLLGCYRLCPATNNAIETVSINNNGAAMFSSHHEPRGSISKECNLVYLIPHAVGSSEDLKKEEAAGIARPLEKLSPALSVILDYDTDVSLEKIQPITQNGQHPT
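After overnight tetracycline induction at 30 C, force-coupled D1 HEK293 cells took up a no-wash calcium dye at room temperature. Compounds were added and monitored 180 s, and the response to EC80 dopamine was then recorded.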
D1 ag: activates the human D1 dopamine receptor; P21728; HEK293 T-REx D1 cells, calcium flux, agonist mode; activation, % at 2 µM; 1% of 360,000 active; in the data active means activation above about 30%; further: 0% is about no effect
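Tetracycline-induced HEK293 TREx D1 cells, force-coupled to calcium signalling, were dye-loaded with a no-wash calcium kit. Compound was pin-added after a 10 s baseline. Fluorescence was read kinetically at 1 cycle/s for 180 s, with calcium rises flagged as agonism.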
D1 potentiator: human D1 dopamine receptor positive modulation; P21728; HEK293 TREx D1 cells, calcium flux, dopamine EC20 potentiation; potentiation, % at 10 µM; 0.036% of 360,000 active; in the data active means potentiation above about 30%; further: 0% is about no effect
D2 potentiator: D2 dopamine receptor (human) potentiation | HEK293 T-REx D2, calcium flux, EC20 dopamine potentiation | P14416 | potentiation, % at 10 µM | 0.34% of 340,000 active;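 active means potentiation over 3 SD above the plate norm, cut at about 30% in these data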; further: 0% is about no effect
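Primary screen. Calcium kinetics in induced HEK293 T-REx D2 cells: compound pre-addition 180 s, EC20 dopamine, 180 s more.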
* hit, by the source's call; ? = inconclusive; / = not tested or not shown.

Values in the order: D2 antagonist, D2 agonist, TRHR PAM, RXFP1 antagonist, RXFP1 agonist, D1 antag, D1 ag, D1 potentiator, D2 potentiator
CSc1cccc(-n2ccc(=O)c(C)c2C)c1
    2, -0.7, 6, 11, 4.4%, 7, 1, -7, 15
O=C(O)CSCCn1cccn1
    15, 0.6, -4, 5, 1.2%, 12, 3, 2, 7
O=C(COC(=O)/C=C/c1cccc(Cl)c1)NCCc1ccccc1
    -22, 0.0, 0, 0, 1.4%, 0, 10, -5, 1
O=C(CN1Cc2ccccc2C1=O)Nc1ccc2c(c1)OCCO2
    -17, 0.9, 22, -19, 0.3%, -4, 5, -6, 13
O=C(CN1C(=O)S/C(=C\c2ccc(Cl)cc2)C1=O)NNC(=O)c1ccccc1O
    7, -0.5, 2, -18, 3.7%, -8, 0, -5, 12
Cc1[nH]c2ccccc2c1C(c1ccncc1)N1CCN(c2ccccc2F)CC1 (configuration not stated)
    3, 13, 4, -23, 1.3%, -12, 2, -4, -4
CCOC(=O)c1sc2nc(CC(=O)OC)nc(NCc3ccco3)c2c1C
    /, /, -3, /, -1.0%, 8, -3, -1, /
CC(=Nc1cccc(O)c1)c1sc2ccccc2c1O
    -17, 8.5, 14, 7, 0.9%, -28, 68*, -7, /
CCc1ccc(O)c(CNCCNCc2cc(CC)ccc2O)c1
    27, -0.3, 9, /, -1.3%, -9, 31*, -2, -19
CCCCc1ccc(NC(=O)c2cc(-c3ccc(C)c(F)c3)on2)cc1
    /, -0.8, 13, -1, -4.0%, -5, 3, -2, 0
Cc1ccc(OCc2nnc(SCC(=O)NCc3ccccc3)n2C)cc1
    11, -0.9, -4, 8, 0.1%, 2, -1, 0, 2
CCN1CCN(c2ccc(S(=O)(=O)N3CCCCC3)cc2NC(=O)COc2cc(C)ccc2Cl)CC1
    13, 0.5, 4, -13, -0.1%, 8, 11, 2, 2
O=C(O)c1ccc2c(c1)C(=O)N(c1cc(C(=O)O)ccc1Br)C2=O
    /, /, -9, -1, 0.6%, -27, 5, 3, /
O=C(CCN1C(=O)S/C(=C/c2ccccc2)C1=O)Nc1ccc(C(=O)O)c(O)c1
    26, -1.4, -13, -20, -2.1%, 22, 55*, 18, 14
CC(C)(C)CC(=O)OCC(=O)Nc1cc(C(C)(C)C)nn1-c1ccccc1
    -11, -0.7, 2, 10, -1.6%, 1, 2, -5, -1
COc1ccc(CNC(=O)c2nn(-c3ccccc3C)nc2CO)cc1
    /, -1.4, -3, -26, 0.3%, -1, -1, -2, -14
O=C(CN1CCN(c2ccc(F)cc2)CC1)Nc1nnc(-c2ccccc2)s1
    15, -0.1, -5, -13, 1.4%, -7, 1, 4, 2
CC(CNC(=O)c1cc(-c2ccccc2)n[nH]1)c1ccccc1 (configuration not stated)
    /, -1.0, -2, -13, -1.8%, -51*, 0, -3, -10
CN(CC(=O)Nc1cccc(F)c1)C(=O)c1ccc2c(c1)NC(=O)CS2
    -35, 1.1, 1, -3, -0.2%, 10, 4, /, -7
CC(C)n1c(NCc2cc(Cl)ccc2O)nc2ccccc21
    /, /, 6, -7, 0.7%, 10, 5, /, /
COc1ccc(N=C2SC(C(=O)Nc3ccc(C(=O)O)cc3)CC(=O)N2Cc2cccs2)cc1 (configuration not stated)
    -8, -0.4, 8, -18, 0.9%, -14, 2, -1, -2
COc1ccc2oc(C(=O)Nc3nc(C)cs3)c(C)c2c1
    16, 0.5, 0, -13, 2.5%, 11, 1, 5, -4
CC(NC(=O)c1cc(F)c(F)cc1Cl)C1CC2CCC1C2 (configuration not stated)
    -2, 0.9, -2, -6, -0.9%, 10, 4, -4, -8
CN1OC(c2ccccc2)=C(CO)C1c1ccccc1 (configuration not stated)
    11, -0.2, -1, -3, 3.1%, -3, 2, -3, 6
COc1ccccc1CCNC(=O)C(=O)NCC1CCCN1S(=O)(=O)c1ccccc1 (configuration not stated)
    -10, -0.8, 7, -11, 2.0%, -9, 5, -7, -4
Nn1c(Cc2cccc3ccccc23)nnc1SC1CCOC1=O (configuration not stated)
    -13, -0.2, 0, -2, 1.0%, -6, 1, -4, -1
CCc1ccc(S(=O)(=O)NCCc2cn3cccc(C)c3n2)s1
    -10, -0.4, 3, -10, 0.6%, 2, 0, 1, 3
CN(C)C(CNc1ncnc2sccc12)c1cccs1 (configuration not stated)
    6, -0.1, -2, -2, 5.4%, 5, 10, -8, -7
CNc1oc(C)nc1S(=O)(=O)c1ccc(C)cc1
    -10, 0.5, -1, -14, 2.0%, 0, 0, -6, 0
NC(=O)CC(NC(=O)Cc1cccc2ccccc12)c1ccc(NCc2ccccc2)c([N+](=O)[O-])c1 (configuration not stated)
    -14, 1.0, 9, /, -0.1%, -31*, 3, 1, -1

By substructure, the entries above containing two or more sulfur atoms
Values in the order: D2 antagonist, D2 agonist, TRHR PAM, RXFP1 antagonist, RXFP1 agonist, D1 antag, D1 ag, D1 potentiator, D2 potentiator
COc1ccc(N=C2SC(C(=O)Nc3ccc(C(=O)O)cc3)CC(=O)N2Cc2cccs2)cc1 (configuration not stated)
    -8, -0.4, 8, -18, 0.9%, -14, 2, -1, -2
CCc1ccc(S(=O)(=O)NCCc2cn3cccc(C)c3n2)s1
    -10, -0.4, 3, -10, 0.6%, 2, 0, 1, 3
CN(C)C(CNc1ncnc2sccc12)c1cccs1 (configuration not stated)
    6, -0.1, -2, -2, 5.4%, 5, 10, -8, -7

More structures.
Values in the order: D2 antagonist, D2 agonist, TRHR PAM, RXFP1 antagonist, RXFP1 agonist, D1 antag, D1 ag, D1 potentiator, D2 potentiator
COc1cc2c(cc1OC)CN(CC(=O)Nc1ccc(S(=O)(=O)N(C)C)cc1)CC2
    16, 2.7, 21, 13, 1.0%, 1, 2, -5, -5
Cc1ccc(C)c(NC(=O)CN2C(=O)CCc3cc(S(=O)(=O)N4CCCCC4)ccc32)c1
    /, 1.1, -10, /, 0.0%, 9, -2, 0, -2
Cc1ccc(CNc2ccc(-c3nc(-c4cccnc4)no3)cc2[N+](=O)[O-])cc1
    /, /, -5, /, -2.1%, -13, 20, -3, -3
CS(=O)(=O)c1cnc(-c2ccccc2)nc1Oc1ccc(F)cc1
    15, 0.7, 17, -7, 16%, 5, 1, -4, -27
Cc1ccc(NC(=O)[C@@H](CC(C)C)NC(=O)[C@@H]2Cc3ccccc3CN2)cc1
    -2, 0.1, 2, -8, -3.6%, 7, -1, -3, -3
COc1ccc2cc(C(=O)Nc3ccc(Cl)cc3)sc(=O)c2c1OC
    3, -0.4, 1, 0, 0.2%, 23, 4, 1, -22
O=C1CC(NNc2nc3ccccc3s2)C(=O)N1c1ccccc1 (configuration not stated)
    2, -0.6, -5, -8, 1.1%, -19, 8, -2, -3
CCOc1ccc(S(=O)(=O)N2CCC(C(=O)NCc3ccccn3)CC2)cc1
    3, 0.2, -2, -15, -1.5%, -3, 2, -4, -2
CCOC(=O)c1ccccc1Cc1nc2ccccc2c(=O)[nH]1
    /, /, 3, 2, 0.3%, 7, 3, 2, /
CC(C)CC(=O)Nc1ccc2nc(SCC(=O)N3CCc4ccccc43)sc2c1
    /, -2.0, -16, /, 1.0%, 2, 3, -1, 16
Cc1ccccc1NC(=O)Nc1ccc2c(c1)OCO2
    7, 1.1, -2, -27, -2.6%, -20, 2, -7, 8
CC1CN=C(N(Cc2ccccc2)C(=O)Nc2ccccc2)S1 (configuration not stated)
    -20, 1.4, -2, -15, 0.0%, 7, 4, -4, 0
CC(=O)N1c2ccc(S(=O)(=O)NCC3CCC(C(=O)NC4CCC(C)CC4)CC3)cc2CC1C (configuration not stated)
    -1, 0.1, -2, 17, -2.4%, 3, -1, -1, 15
Cn1cccc1/C=C1\CCc2ccccc2C1=O
    /, /, -1, 11, 1.5%, -3, 1, -2, /
c1ccc(C(CN2CCOCC2)c2ccccc2)cc1
    2, -0.4, 11, 10, 1.3%, 10, 0, 6, 4
COc1ccc(C2=NN(CC(=O)Nc3ccccc3C)C(=O)CC2)cc1
    -2, 0.3, -2, -15, 1.7%, -4, 0, -11, -1
COCCNC(=O)c1[nH]c2cc(C)ccc2c1Sc1ccc(Cl)cc1
    /, -1.2, 4, -20, 0.9%, 1, 1, 0, -2
CCOc1cc(C(=O)NCCOC)ccc1OC
    12, 0.0, -1, -6, 0.6%, -30, 8, 8, 5
CC1(C)CC(=O)C(C=Nc2cc(C(=O)c3ccccc3)ccc2N)=C(O)C1
    -21, 2.5, -6, -8, 1.7%, -45*, 13, -14, 13
O=[N+]([O-])c1ccc2ccn(C3OCC(O)C(O)C3O)c2c1 (configuration not stated)
    -7, 0.9, 1, -5, 0.9%, -11, 0, 2, 21
COc1ccc(Cn2c(=O)c3oc4ccccc4c3n(Cc3ccccc3)c2=O)cc1
    /, 0.5, 35*, -18, 23%, -4, 2, -1, 3
CCOC(=O)N/N=C/c1ccc(F)cc1F
    -9, 0.8, 1, -2, -0.9%, -20, -1, 0, 8
COc1ccc(C2CC(c3cc(Br)ccc3F)n3nnnc3N2)cc1 (configuration not stated)
    12, -0.3, -5, -8, 1.6%, 18, 7, -5, 34*
CCS(=O)(=O)c1nc(S(=O)(=O)c2ccc(C)cc2)c(NCc2ccccn2)s1
    -10, -0.7, -8, 6, 9.1%, -1, 1, -3, 4
O=c1nc2n(c3sc4c(c13)CCCC4)C(CBr)CS2 (configuration not stated)
    -11, 3.6, -9, -13, 1.4%, 7, 1, 3, 9
NC(=O)c1ccccc1OCc1cccc2ccccc12
    -5, 0.1, 4, 4, 0.5%, -2, 7, -3, 1
CC(C)CN(C(=O)CSc1nc2ccccc2c(=O)n1C)C1CCS(=O)(=O)C1 (configuration not stated)
    -4, -0.6, 7, -8, 0.3%, -7, 2, -6, 3
Cc1ccc(N2C(=O)C(CC(=O)Nc3cccc(F)c3)N(CCc3ccccc3F)C2=O)cc1 (configuration not stated)
    /, /, 9, /, -0.3%, 2, 0, 1, 13
Cc1c(NC(=O)C(C)OC(=O)COc2ccc(C#N)cc2)c(=O)n(-c2ccccc2)n1C (configuration not stated)
    -5, -1.1, -5, -4, -0.7%, 12, 2, -9, 2
COc1ccc(NC(=O)COC(=O)Cc2ccc(-c3ccccc3)cc2)c(OC)c1
    -9, -1.7, -4, -13, 0.9%, 5, 2, 1, -2
C/C(=N\OC(=O)NC1CCCCC1)c1sc(-c2ccccc2)nc1C
    /, /, -5, -29, 1.5%, -16, 5, -7, -7
COc1ccccc1C(=O)OCc1cc(=O)n2nc(C3CCCCC3)sc2n1
    /, 0.4, -1, /, ?, -16, 0, -6, 14
O=[N+]([O-])c1cc(-c2nc(-c3cccnc3)no2)ccc1NCc1ccccc1
    /, 0.0, -3, /, -5.3%, -23, 16, -3, -4
Cc1ccc(N2C(=S)NC3c4cc(Cl)ccc4OC2(C)C3C(=O)N(C)C)cc1 (configuration not stated)
    -10, 0.3, 8, 9, -0.1%, -9, 2, 6, -4
CCC(C)Nc1nc(CN2CCOCC2)nc2sc3c(c12)CCC3 (configuration not stated)
    -11, 0.4, -7, 2, 2.8%, 4, 1, 8, -13

Some of the compounds tested, so the mix of outcomes need not match the whole.
